BoNT-A LC inh2 = blocks Botulinum neurotoxin A light chain protease; multiplex microsphere protease substrate cleavage, flow cytometry; AID 588499; actives 0.17% (n = 360,000); inhibition, % at 10 µM; also: plate controls were buffer without enzyme for full effect and enzyme alone for no effect
3CLpro inhibitor = SARS-CoV 3CLpro protease inhibition; AID 1706; inhibition, % at 6 µM; recombinant SARS-CoV 3CLpro, quenched FRET peptide cleavage; P0C6X7; actives 0.14% (n = 290,000); in the data active = inhibition above about 12%
BH1578 lux ind = induces V. cholerae light production without autoinducers. V. cholerae BH1578 lux reporter, luminescence, 6 h. activation, % at 18.7 µM. actives 0.16% (n = 350,000). AID 588436; in the data active = activation mostly above about 9.7%, no sharp cut-off; also: not every result past the cut was called active; inactives centre near 0; reference of the scale not given here
PfHsp40 yeast = rescue of PfHsp40-mediated yeast toxicity; growth rescue, % at 12.5 µM; S. cerevisiae expressing PfHsp40, growth rescue, ATP luminescence; actives 0.68% (n = 340,000); in the data active = growth rescue above about 28%, passing the limit was not always enough;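 also: yeast W303a lacking pdr1 and pdr3 grown in galactose medium; growth measured after three days at 30 °C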
Yp Topo-I inh = blocks Yersinia pestis topoisomerase I activity. Y. pestis Topo-I cleavage product accumulation, plate reader. activity, % at 10 µM. actives 0.064% (n = 360,000); in the data active = activity above about 50%, passing the limit was not always enough; also: inactives centre near 2
VHR inh abs = inhibitors of human VHR1 phosphatase (DUSP3); P51452; recombinant VHR phosphatase, pNPP absorbance; inhibition, % at 13.3 µM; actives 0.52% (n = 290,000); in the data active = inhibition above about 50%; also: some compounds called inactive have numbers as strong as hits
Target sequence (P51452 whole entry, looked up): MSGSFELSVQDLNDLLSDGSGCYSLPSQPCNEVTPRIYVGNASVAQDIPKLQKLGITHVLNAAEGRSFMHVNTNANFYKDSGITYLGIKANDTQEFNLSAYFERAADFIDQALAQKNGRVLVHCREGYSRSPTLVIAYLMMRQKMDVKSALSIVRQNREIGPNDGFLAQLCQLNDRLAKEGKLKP
Anthrax LF prot = inhibitors of Bacillus anthracis lethal factor protease; multiplex microsphere protease cleavage assay, LF; inhibition, % at 10 µM; actives 0.12% (n = 360,000); also: plate controls were buffer without enzyme for full effect and enzyme alone for no effect
Target sequence (P15917 whole entry, looked up): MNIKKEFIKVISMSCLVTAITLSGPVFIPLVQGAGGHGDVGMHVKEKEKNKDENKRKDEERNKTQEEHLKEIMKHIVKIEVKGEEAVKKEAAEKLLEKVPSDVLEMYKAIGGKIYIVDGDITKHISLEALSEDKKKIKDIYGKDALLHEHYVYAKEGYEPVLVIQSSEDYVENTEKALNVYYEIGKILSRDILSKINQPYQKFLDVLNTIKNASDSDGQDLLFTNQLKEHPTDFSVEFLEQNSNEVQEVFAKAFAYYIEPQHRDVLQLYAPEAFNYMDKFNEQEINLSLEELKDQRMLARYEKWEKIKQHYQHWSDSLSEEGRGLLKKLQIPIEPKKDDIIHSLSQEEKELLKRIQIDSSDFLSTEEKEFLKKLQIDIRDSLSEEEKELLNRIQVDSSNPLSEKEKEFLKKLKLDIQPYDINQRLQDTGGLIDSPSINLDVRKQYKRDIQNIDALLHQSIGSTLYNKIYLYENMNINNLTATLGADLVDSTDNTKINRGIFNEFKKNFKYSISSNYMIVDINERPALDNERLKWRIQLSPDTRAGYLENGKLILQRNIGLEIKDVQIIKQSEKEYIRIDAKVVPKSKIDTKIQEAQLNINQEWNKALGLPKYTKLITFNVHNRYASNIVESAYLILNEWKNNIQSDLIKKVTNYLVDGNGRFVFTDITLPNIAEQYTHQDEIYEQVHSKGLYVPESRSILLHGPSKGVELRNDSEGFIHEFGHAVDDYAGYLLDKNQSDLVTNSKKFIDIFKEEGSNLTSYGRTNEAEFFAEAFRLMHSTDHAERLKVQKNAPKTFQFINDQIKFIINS
CCHF vOTU inh = blocks the CCHF virus ovarian tumor domain protease; CCHFV vOTU protease, Pep-AMC fluorescence; inhibition, % at 11.5 µM; actives 0.55% (n = 370,000); AID 651958; in the data active = inhibition above about 30%; also: 0% = vehicle wells with enzyme and 100% = no enzyme wells
SSB-PriA inh = blocks PriA binding to SSB C-terminal tail | AlphaScreen SSBct-PriA binding, biotinylated peptide | inhibition, % at 33 µM | actives 0.6% (n = 430,000) | AID 1272365; in the data active = inhibition mostly above about 37%, no sharp cut-off; inactive = mostly below about 20%;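 also: plate controls were negative control peptide for no effect and reference peptide for full effect; strong numbers were not always called active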
TcdB GH inh = blocks C. difficile toxin B glycohydrolase activity | TcdB glycohydrolase enzymatic assay, plate reader | P18177 | actives 0.24% (n = 350,000) | AID 652162 | inhibition, % at 9.99 µM; in the data active = inhibition above about 10%
Starred values were filed as active, the others as inactive; i = inactive; · = not tested or not shown; & = joins results of further samples. Rule as the data show it, unless noted: active = inhibition above about 30%; inconclusive = no clear call, values can overlap the other calls; inactive = below that. This is a subset (hit frequency here may not be typical).

SMILES | BoNT-A LC inh2 | 3CLpro inhibitor | BH1578 lux ind | PfHsp40 yeast | Yp Topo-I inh | VHR inh abs | Anthrax LF prot | CCHF vOTU inh | SSB-PriA inh | TcdB GH inh
COc1cc(NC(=O)c2cc(-n3cnnc3)ccc2Cl)cc(OC)c1 | -0.2 | -5 | 0.9 | 0.9 | -1 | 11 | 5 | 11 | -6 | ·
COc1ccccc1NC(=O)Cc1nnc(SCC(=O)c2ccc(F)cc2)n1C | -2.1 | -1 | -0.4 | 0.0 | 29 | 1 | 1 | -6 | -11 | -1.2
FC(F)(F)c1cccc(NCc2n[nH]c(=S)n2C2CCCCC2)c1 | -0.8 | 3 | 0.1 | 7.8 | 12 | 21 | 0 | 9 | -3 | 2.9
O=C(NCc1ccccc1)C(c1cccnc1)N(C(=O)c1ccccn1)c1cccc(F)c1 (configuration not stated) | 0.1 | 4 | -0.5 | -2.0 | 6 | 6 | 0 | 0 | -7 | 1.7
C[C@H](NC(=O)c1nc[nH]c1C(=O)N[C@@H](CCCCNC(=O)OC(C)(C)C)C(=O)OC(C)(C)C)C(=O)OC(C)(C)C | -0.7 | · | 0.3 | 17 | 12 | 19 | 2 | 27 | -2 | 2.7
O=C(NCc1cccc(C(F)(F)F)c1)c1ccc2nc([C@H]3C[C@H](O)[C@@H](CO)O3)[nH]c2c1 | -0.2 | · | i | · | -3 | · | -1 | -2 | · | -0.4
CCOC(=O)C1(CCc2ccccc2)CCN(C(=O)[C@@H]2C[C@@H](C)NC(=S)N2)CC1 | -0.4 | 2 | i | -0.7 | -2 | 14 | 0 | 5 | 8 | 4.0
O=C1CCC(=O)N1OCCOc1ccc2c(c1)CCC2 | 0.9 | 2 | i | 3.4 | 3 | -8 | 0 | 10 | -12 | ·
CCCCN(C(=O)c1sc2nc3n(c(=O)c2c1C)CCC3)c1c(N)n(CC(C)C)c(=O)[nH]c1=O | 0.1 | · | i | -0.6 | 0 | · | 2 | -8 | -12 | 1.6
O=C(NCCc1c[nH]c2ccccc12)c1ccc2nc[nH]c2c1 | -5.8 | · | -0.8 | 1.1 | -6 | · | -2 | -3 | -8 | 0.3
COc1cc2c(cc1OC)C(c1cc([N+](=O)[O-])ccc1O)NCC2 (configuration not stated) | -0.2 | 6 | 0.4 | -0.9 | 1 | -15 | -3 | 5 | -4 | -0.1
COc1ccc2sc(-c3ccc(N(C)C)cc3)c(C#CC(C)(C)O)c2c1 | 0.5 | · | i | 0.6 | 2 | · | -7 | -74 | 34 | -0.5
O=C(Nc1cc(=O)[nH]c2ncnn12)c1ccccc1F | 0.2 | 3 | -0.1 | 3.4 | 3 | 19 | 0 | -5 | -5 | 0.3
CC(C)(C)C(=O)Nc1nnc(SCC(=O)NC2CC2)s1 | 0.8 | -4 | -0.3 | 0.0 | -9 | 39 | 4 | 9 | -16 | 0.5
OC[C@@H]1CN(Cc2cccs2)C[C@H](n2cnc3c(Nc4ccccc4)ncnc32)O1 | -0.2 | · | -0.7 | · | 1 | · | -6 | 2 | · | 0.0
Cc1nn(-c2ccccc2)c(Cl)c1C(=O)OCC(=O)N(C)c1c(N)n(Cc2ccccc2)c(=O)[nH]c1=O | -5.5 | · | i | 0.6 | 17 | · | -4 | -5 | -2 | 2.5
Cc1cccc(NC(=S)N/N=C/C(C)c2ccccc2)c1C (configuration not stated) | -0.5 | 1 | -0.4 | -0.5 | -6 | 17 | -9 | 6 | · | 0.2
C/C(=N/NC(=O)c1nnn(-c2nonc2N)c1CSc1ccc(Cl)cc1)c1ccncc1 | -0.6 | · | -0.3 | · | 8 | · | 3 | -7 | · | 0.9
Cc1ccc(-c2ccc(S(=O)(=O)N3CCCC3)cc2)cc1 | -0.1 | 2 | i | 0.3 | 9 | 24 | -2 | 12 | -11&-13 | 1.6
CC(=O)N/C(=C/c1ccc2c(c1)OCO2)C(=O)NC(Cc1ccccc1)C(=O)O (configuration not stated) | 0.9 | · | -0.7 | -1.2 | -9 | · | 12 | 1 | -4 | 0.0
Cc1ccc(C)c(OCC(=O)OCC(=O)Nc2c(C)nn(-c3ccccc3)c2C)c1 | -4.0 | · | 2.6 | 0.7 | -1 | · | -2 | 5 | 10 | 0.0
CN(C)Cc1c(C(=O)N/N=C/c2ccncc2)nnn1-c1nonc1N | 2.2 | 0 | i | -0.8 | -8 | 22 | 13 | -3 | · | 1.8
Cc1oc(-c2ccc(F)cc2)cc1-c1nn2c(-c3ccoc3C)nnc2s1 | 1.6 | · | 6.5 | -0.3 | -11 | 14 | 0 | -2 | 4 | ·
O=C1c2ccccc2S(=O)(=O)N1CCOc1ccc(F)cc1 | -1.1 | -2 | i | 0.0 | -9 | 10 | -2 | 16 | -46 | ·
Cc1ccc(C)c(S(=O)(=O)NCc2ccc(C(=O)N3CCCCC3C)cc2)c1 (configuration not stated) | 2.4 | 1 | -0.2 | 1.0 | 29 | 30 | -12 | 15 | 2&-8 | ·
CCCCOc1ccc(C(=O)OCC(=O)Nc2cc(C)c(C)cc2[N+](=O)[O-])cc1 | 0.2 | 6 | -0.2 | 0.5 | 1 | 1 | 0 | 5 | -1 | -0.3
COc1ccc(S(=O)(=O)/N=C2/C=CC(=O)C(C)=C2C)cc1 | 1.0 | -1 | · | -1.1 | -7 | 7 | -19 | · | · | ·
CCN(C(=O)CN(C)Cc1c(F)cccc1Cl)c1c(N)n(Cc2ccccc2)c(=O)[nH]c1=O | 0.4 | 4 | -2.6 | 0.3 | 11 | 33 | 0 | -6 | -14 | ·
CCOC(=O)c1sc2nccc(OC)c2c1N=CN(C)C | 0.7 | -3 | -0.4 | 0.4 | 9 | 2 | 2 | -2 | -18 | 1.8
OC[C@@H]1CN(Cc2ccc(Cl)cc2)C[C@H](n2cnc3c(N4CCOCC4)ncnc32)O1 | -0.3 | · | i | · | 33 | · | 0 | 1 | · | 0.2
CC(=O)Cn1nnc(-c2ccc(C(F)(F)F)cc2)n1 | -1.4 | 3 | -0.8 | -1.0 | -2 | -11 | -8 | -2 | 4 | 1.3
CCOc1ccc(N(CC(=O)NC2CCCC2)S(=O)(=O)c2ccccc2)cc1 | -1.2 | 1 | -0.2 | 3.1 | 16 | 20 | -1 | -3 | -7 | 0.6
CCNC(=O)COC(=O)c1cc(C)nc2ccccc12 | -0.5 | -4 | i | -2.2 | 3 | 11 | 1 | -1 | 1 | -1.1
CCCCCCn1cc(CN2CC(N3CCN(C4CCN(C)CC4)CC3)CS2(=O)=O)nn1 (configuration not stated) | 0.0 | · | · | · | · | · | -3 | 5 | · | -0.8
CCn1c(CNC(=O)c2ccco2)nnc1SCC(=O)Nc1ccccc1Cl | 1.4 | -6 | 0.9 | -0.8 | 6 | 22 | 0 | 7 | -6 | 0.8
CC(=O)Nc1cccc(-c2cc(NC=O)c3ncc(-c4ccc(C(C)=O)cc4)n3c2)c1 | -0.7 | · | i | · | 4 | · | -6 | 2 | · | -0.6
O=C(O)C1CC=CCC1C(=O)Nc1ccc2c(c1)CCC2 (configuration not stated) | -1.8 | 3 | i | -2.4 | -2 | 2 | 4 | 9 | -7 | 1.7
COc1cccc(CN2CCN(Cc3[nH]c4ccccc4c3C)CC2CCO)c1 (configuration not stated) | -0.5 | -1 | -0.3 | 1.5 | -2 | -5 | -1 | -4 | 16 | -0.1
NC(=O)COC(=O)CC12CC3CC(CC(Br)(C3)C1)C2 | 0.5 | 7 | -0.4 | -0.7 | -3 | 1 | 2 | -7 | -12 | 1.1
CC1CCN(C(=O)COC(=O)CCC(=O)c2ccc(Cl)cc2)CC1 | 0.8 | · | -1.2 | 2.4 | 25 | · | -2 | 0 | -2 | 1.2

Continued, starting with the last three of the part before.
SMILES | BoNT-A LC inh2 | 3CLpro inhibitor | BH1578 lux ind | PfHsp40 yeast | Yp Topo-I inh | VHR inh abs | Anthrax LF prot | CCHF vOTU inh | SSB-PriA inh | TcdB GH inh
COc1cccc(CN2CCN(Cc3[nH]c4ccccc4c3C)CC2CCO)c1 (configuration not stated) | -0.5 | -1 | -0.3 | 1.5 | -2 | -5 | -1 | -4 | 16 | -0.1
NC(=O)COC(=O)CC12CC3CC(CC(Br)(C3)C1)C2 | 0.5 | 7 | -0.4 | -0.7 | -3 | 1 | 2 | -7 | -12 | 1.1
CC1CCN(C(=O)COC(=O)CCC(=O)c2ccc(Cl)cc2)CC1 | 0.8 | · | -1.2 | 2.4 | 25 | · | -2 | 0 | -2 | 1.2
Cc1c(NS(=O)(=O)c2ccc(N=NN(C)C)cc2)c(=O)n(-c2ccccc2)n1C | -4.6 | 0 | -1.2 | -1.9 | 2 | -3 | -1 | 0 | -9 | 1.8
CCCC(=O)Nc1cccc(NC(=O)c2ccc([N+](=O)[O-])cc2Cl)c1 | 0.4 | 1 | i | -1.1 | 1 | 22 | 0 | -7 | 2 | 1.1
CC1CCN(Cc2nc(Cl)c3c4c(sc3n2)CCC4)CC1 | -1.0 | 0 | -0.5 | -0.4 | 14 | 47 | -6 | -11 | -16 | -0.8
CCc1ccc(OCCn2ccnc2)cc1 | -0.3 | -5 | i | -1.1 | 5 | 1 | -6 | -2 | -21 | 0.1
COc1cc(C(=O)NCC(=O)N/N=C/c2ccco2)cc(OC)c1OC | 1.0 | 3 | -0.1 | 1.2 | 4 | 0 | -3 | 6 | · | -0.2
Cc1cc(C)c(S(=O)(=O)c2ccccc2F)c(=O)[nH]1 | -0.1 | -1 | -0.3 | -0.4 | 5 | 23 | 1 | -15 | -11 | 1.1
CCC(C)N(C(=O)CCC(=O)Nc1cc(C)on1)C(C(=O)NC(C)(C)C)c1ccccc1Cl (configuration not stated) | -2.1 | 3 | -0.1 | 1.9 | 25 | 2 | -2 | 20 | 10 | -0.2
CN(C)C(=O)CCc1nc2sc3c(c2c(=O)[nH]1)CCCC3 | -0.5 | 2 | -2.2 | 2.2 | 4 | 27 | -4 | -9 | -8 | ·
O=C(CNc1cccc2ccccc12)N/N=C/c1ccc(OC(=O)/C=C/c2ccco2)cc1 | -0.2 | 0 | -0.5 | 0.9 | -4 | 17 | -1 | 15 | · | 0.5
Cc1cnc(=O)[nH]c1SCC(=O)c1ccc(F)cc1 | 2.5 | 6 | i | -0.7 | 6 | 21 | -1 | -4 | -6 | 1.9
Oc1[nH]c2c(Cl)cc(Cl)cc2c1N=NC(=S)NCC1CCCO1 (configuration not stated) | 4.0 | -3 | -0.7 | -0.6 | -8 | 13 | 2 | -12 | 10 | ·
Cc1cccc(CCNC(=O)C2CCC(CNc3c(N4CCCC4)c(=O)c3=O)CC2)c1 (configuration not stated) | -0.1 | · | -0.1 | 1.1 | -3 | 21 | -10 | 7 | -7 | 4.0
CN(C)C(=O)c1ccccc1NC(=O)Cc1cccc2ccccc12 | 0.9 | -1 | i | -1.3 | -5 | 14 | 4 | -3 | 1 | 0.1
CCCCNC(=O)CN1C(=O)NC2(CCOc3ccccc32)C1=O (configuration not stated) | -1.6 | -4 | -0.3 | -2.0 | -1 | 3 | 8 | -11 | -2 | -0.8
Cc1cc(/C(N)=N/OC(=O)Nc2ccccc2)no1 | -0.7 | 6 | -1.2 | -1.9 | -3 | -5 | 2 | -12 | i | 1.1
COc1ccc(NC(=O)Nc2c(SC)nsc2SC)cc1 | 0.7 | -1 | 1.0 | -0.8 | 3 | 33 | -5 | -11 | -5 | -0.3
COc1ccccc1N(C)S(=O)(=O)c1ccc(C(=O)Nc2cc(F)ccc2C)cc1 | -0.9 | · | 5.0 | 2.9 | 4 | · | -3 | 5 | -1 | 3.3
Fc1ccc2cc(-c3cccnc3)ncc2c1 | -0.3 | · | 4.0 | -1.1 | 6 | · | -3 | -1 | -3 | 0.4
O=C(/C=C/c1ccc(F)cc1)NC(=S)Nc1ccccc1O | 1.0 | 3 | i | -0.8 | 0 | 34 | 2 | 0 | 3 | -0.2

Bioassay records as filed in PubChem BioAssay.
